TEAD-YAP block: TEAD-YAP interaction inhibition, primary screen, TEAD-YAP interaction inhibitor project, luminescence, HEK-TIYL cells | TEAD-Gal4/YAP UAS-luciferase luminescence | inhibition, % at 9.12 µM | hit rate 1.4% among 640,000 | AID 1259422, 2018; in the data active = inhibition above about 32%;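 note: 0% = median of test compound wells and 100% = reference inhibitor wells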
MITF inh: MITF inhibitors, primary screen, biochemical, AlphaScreen, human. Microphthalmia-associated transcription factor (Homo sapiens), O75030. AlphaScreen MITF homodimerization, bead proximity signal. inhibition, % at 2.6 µM. hit rate 0.91% among 650,000; in the data active = inhibition above about 50%;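 note: 0% = vehicle wells with protein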
GPR151 ag: activators of human GPR151, primary screen, cell-based, PathHunter beta-arrestin, luminescence; PathHunter beta-arrestin GPR151 cells; hit rate 1% among 650,000; G-protein coupled receptor 151 (Homo sapiens), Q8TDV0; activation, % at 11.2 µM; in the data active = activation above about 4.9%;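 note: 0% = median of compound wells and 100% = cells with positive control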
FBW7 activator: FBW7 E3 ligase activators, primary screen, biochemical, AlphaScreen, human; hit rate 0.13% among 650,000; F-box/WD repeat-containing protein 7 (Homo sapiens), Q969H0; AlphaScreen FBW7–phospho-cyclin E peptide binding, activator screen; AID 1259310, 2017; normalized activity (activation), % at 26.1 µM; in the data active = normalized activity above about 1.9%;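 note: purified mutant Fbw7 with reduced substrate affinity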
Target sequence (Q969H0 whole entry, looked up): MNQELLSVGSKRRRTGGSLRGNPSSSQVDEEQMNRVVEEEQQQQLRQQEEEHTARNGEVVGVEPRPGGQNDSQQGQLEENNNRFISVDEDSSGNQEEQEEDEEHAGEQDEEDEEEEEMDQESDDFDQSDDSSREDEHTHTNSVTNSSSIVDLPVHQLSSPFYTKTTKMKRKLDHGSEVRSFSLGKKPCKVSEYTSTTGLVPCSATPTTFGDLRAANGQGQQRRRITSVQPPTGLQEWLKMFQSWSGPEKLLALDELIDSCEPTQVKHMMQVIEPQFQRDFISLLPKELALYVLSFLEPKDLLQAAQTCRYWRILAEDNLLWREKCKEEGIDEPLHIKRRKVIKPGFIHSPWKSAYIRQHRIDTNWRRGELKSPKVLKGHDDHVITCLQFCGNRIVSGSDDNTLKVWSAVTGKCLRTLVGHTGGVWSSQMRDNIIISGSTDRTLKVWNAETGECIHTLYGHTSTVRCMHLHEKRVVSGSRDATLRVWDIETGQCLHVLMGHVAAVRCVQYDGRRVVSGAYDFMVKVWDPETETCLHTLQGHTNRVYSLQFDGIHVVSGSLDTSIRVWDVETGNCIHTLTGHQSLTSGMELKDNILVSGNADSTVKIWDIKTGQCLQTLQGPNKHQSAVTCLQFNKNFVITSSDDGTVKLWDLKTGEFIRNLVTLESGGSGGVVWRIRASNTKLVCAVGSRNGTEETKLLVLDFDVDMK
Starred values were filed as active, the others as inactive; x = no result given.

SMILES	TEAD-YAP block	MITF inh	GPR151 ag	FBW7 activator
CC(=O)Nc1ccc(NC(=O)c2nc(-c3ccccc3)n(-c3ccccc3)n2)cc1	0	3	-1.5	-0.1
CC(=O)N1N=C(N)SC1c1ccc(N(C)C)cc1 (centres undefined)	2	2	-1.4	-0.2
Cc1nc(/C=C\C(=O)O)c2cc(C)oc2n1	5	8	-0.7	0.2
C(=N\NC1=NCCCCC1)/c1ccc(N2CCOCC2)cc1	0	3	0.1	0.1
COc1ccccc1CN1CCNC(=O)C1CC(=O)NCCc1ccncc1 (centres undefined)	4	6	-0.1	0.2
O=C(CCC1CCCCC1)Nc1c2c(nn1-c1ccc(Cl)cc1)CSC2	7	23	0.6	0.0
O=C(NCCCN1CCOCC1)c1ccc2c(Cl)c3c(nc2c1)CCC3	-14	-3	-1.5	-0.1
COc1ccccc1OCC(=O)N/N=C/c1cccc(Cl)c1	2	-9	0.8	-0.1
COC(=O)CN(c1ccc(C)cc1)S(=O)(=O)c1c(C)[nH]c(=O)[nH]c1=O	2	6	1.7	0.0
C=C(C)/C(=C/C=C(\C(C)=O)C(=O)OCC)N(C)C	4	-12	0.8	0.0

Five of the compounds above, with values under each structure.
Results follow in this order: TEAD-YAP block | MITF inh | GPR151 ag | FBW7 activator
O=C(CCC1CCCCC1)Nc1c2c(nn1-c1ccc(Cl)cc1)CSC2
→ 7 | 23 | 0.6 | 0.0
O=C(NCCCN1CCOCC1)c1ccc2c(Cl)c3c(nc2c1)CCC3
→ -14 | -3 | -1.5 | -0.1
COc1ccccc1OCC(=O)N/N=C/c1cccc(Cl)c1
→ 2 | -9 | 0.8 | -0.1
COC(=O)CN(c1ccc(C)cc1)S(=O)(=O)c1c(C)[nH]c(=O)[nH]c1=O
→ 2 | 6 | 1.7 | 0.0
C=C(C)/C(=C/C=C(\C(C)=O)C(=O)OCC)N(C)C
→ 4 | -12 | 0.8 | 0.0

Additional structures follow.
SMILES	TEAD-YAP block	MITF inh	GPR151 ag	FBW7 activator
CC(=O)c1ccc(-c2ccc(N)cc2)o1	-35	4	1.5	0.1
CC(=O)Nc1ccc(C(=O)N/N=C(\C)CC(=O)Nc2cccc(C)c2)cc1	-13	-4	1.2	-0.1
Cc1cccc(NC(=O)c2ccc(F)c(S(=O)(=O)NCc3ccc(F)cc3)c2)c1	2	-1	-2.6	-0.1
COc1ccc([C@@H]2CCN(C(=O)Cc3ccccc3F)C[C@H]2O)cc1	-3	-2	1.0	-0.2
CCOC(=O)c1c(N)sc(NC(=O)c2ccc(C)cc2C)c1C	14	-7	-0.1	-0.1
Cc1ccn2c(=O)nc(SCc3cccc(Cl)c3)nc2c1	-12	-18	-0.2	-0.1
C/C(=C\C(=O)NNc1ncnc2ccccc12)C(=O)O	-53	-6	-0.7	-0.3
COC(=O)C1=C(C)NC(C)=C([N+](=O)[O-])[C@H]1c1ccccc1C(F)(F)F	x	1	-1.4	-0.3
CC(/C=N/N1CCN(c2ccccc2)CC1)=C\c1ccco1	-46	2	-6.3	-0.1
COCCNC(=O)/C=C/c1ccccc1OC	9	16	-0.7	0.1
COc1ccc(S(=O)(=O)N2CCOCC2)cc1C	-1	1	0.1	0.0
O=C(Nc1nnc(-c2ccc(F)cc2)s1)c1ccc(Cl)cc1Cl	-2	-1	-0.6	-0.1
COc1cc(Br)c(/C=C2\C(=O)NC(=O)N(c3ccc(C)cc3)C2=O)cc1OC	-7	7	-1.1	0.3
O=C(c1ccc(C#CC2(O)CCCCC2)cc1)N1CCN(c2cccc(C(F)(F)F)c2)CC1	-5	2	3.1	0.0
Cc1ccc(CC(=O)Nc2ccc(Cl)cn2)cc1	-38	8	0.2	0.1
CC(NC(=O)CNC(=O)C12CC3CC(CC(C3)C1)C2)c1ccc(-n2ccnc2)cc1 (centres undefined)	8	-10	0.5	-0.1
CC(=O)NCC1CCC2(CCN(Cc3cccc(C(F)(F)F)c3)CC2)O1 (centres undefined)	-15	10	0.3	0.2
CC(=O)Oc1ccc2c(C)cc(=O)oc2c1OC(C)=O	-2	16	-1.2	-0.2
CC(OC(=O)C1CC=CCC1C(=O)O)C(Cl)=C(Cl)Cl (centres undefined)	3	-6	1.8	0.0
CN1CCN(C(=O)C2CCCN(c3ccc(-c4ccccc4)nn3)C2)CC1 (centres undefined)	-18	27	-2.0	0.6
CCN(CC)C(=O)CN(Cc1ccccc1)S(=O)(=O)c1ccc(Cl)cc1	0	5	-1.0	0.2
O=C(CNc1cccc2ccccc12)N/N=C/C=C/c1ccccc1[N+](=O)[O-]	0	15	-1.0	0.1
CC(=O)c1cc(C(C)=O)cc(C(C)=O)c1	3	6	-0.8	0.1
O=C(CSc1nc2ccc([N+](=O)[O-])cc2s1)c1ccc(Cl)cc1	4	13	-0.9	0.0
Cc1ccc(S(=O)(=O)/N=C(/c2ccccc2)N(C)c2ccc(O)cc2)cc1	-9	-8	0.6	-0.1
CCOC(=O)c1ccc(NC(=O)CSc2nnc(NCc3ccccc3)s2)cc1	1	2	-0.1	-0.2
O=C(Nc1cc(Cl)ccc1O)c1cc(-c2ccc(F)cc2)no1	0	10	-0.7	0.0
COc1ccc(Cl)cc1NC(=O)C(=O)c1ccccc1NC(C)=O	-3	3	1.4	-0.1
Cc1cc(=O)oc2ccc(OC(=O)COc3ccccc3[N+](=O)[O-])cc12	-15	10	0.6	0.0
CCCCn1c(N)c(C(=S)NC(=O)c2ccc([N+](=O)[O-])o2)c(=O)n(C)c1=O	-5	-2	1.0	-0.4
COc1ccc(NC(=O)C(C)Oc2ccc(/C(C)=N/O)cc2)cc1 (centres undefined)	-12	9	0.2	0.2
NS(=O)(=O)c1ccc(NC(=O)COC(=O)CN2C(=O)C(=O)c3ccccc32)cc1	16	16	0.1	-0.1
Cc1ccc(S(=O)(=O)N(C)CCC#N)cc1	7	0	1.3	-0.1
COc1ccc(C2C(C#N)=C(N)N(c3ccc(Br)cc3)C3=C2C(=O)CC(C)(C)C3)cc1OC (centres undefined)	-2	-8	-0.2	0.1
O=C(CSc1nc2ccsc2c(=O)n1CC1CCC(C(=O)O)CC1)Nc1nccs1 (centres undefined)	8	6	0.8	0.0
O=C(NCc1nc(-c2cccnc2)n[nH]1)c1ccccc1	-13	-2	0.5	0.0
CC(C)(C)C(=O)Nc1cc(S(C)(=O)=O)ccc1Cl	4	11	1.1	0.3
CCOC(=O)CSC1=C(C#N)C(c2cccs2)C(C(=O)Nc2ccccc2OC)=C(C)N1 (centres undefined)	28	-9	-0.5	-0.1
COc1ccc(CNc2ccc3c(c2)ncn3C(C)(C)C)cc1	-71	13	0.1	0.0
Cc1ccc(N(CC(=O)NCc2ccccc2)C(=O)CCC(=O)Nc2nccs2)cc1	1	-7	-0.1	0.1
CCOc1ccccc1CN1CCc2nnc(C(NS(C)(=O)=O)C(C)C)n2CC1 (centres undefined)	-9	11	0.2	0.1
COc1ccc(C2C(C(=O)N3CCN(c4ccc(F)cc4)CC3)c3ccccc3C(=O)N2C)cc1 (centres undefined)	7	-11	1.8	-0.2
COc1ccccc1C(=O)Nc1ccc(S(=O)(=O)Nc2onc(C)c2C)cc1	4	2	-0.2	-0.1
Cc1ccccc1Cn1ccc(NC(=O)c2noc(C)c2[N+](=O)[O-])n1	-1	13	0.5	0.2
N#CC1(C#N)[C@H](c2ccc(Cl)c(Cl)c2)[C@@H](C(=O)c2ccccc2)N2c3ccc4ccccc4c3C=C[C@@H]21	2	9	0.9	0.1
COc1ccc(NC(=S)Nc2ccccc2)c(OC)c1	5	0	-1.0	-0.1
CC(C)CC(=O)Nc1nc2ccc([N+](=O)[O-])cc2s1	2	9	1.8	0.0
Cc1cccc(C)c1OCC(=O)Nc1nc2ccccc2s1	-8	13	-0.6	0.1
COc1ccc(N2C(=O)NC(=O)/C(=C\c3ccc(OC)c4ccccc34)C2=O)cc1	2	48	0.6	0.1
CN(C)c1ccc(C(=S)NCc2ccco2)cc1	-73	14	-2.2	0.1

The list goes on:
SMILES	TEAD-YAP block	MITF inh	GPR151 ag	FBW7 activator
CCN(CC)c1ccc(C2NC(=O)NC(C)=C2C(=O)OCc2ccccc2)cc1 (centres undefined)	6	6	-0.5	-0.1
CC(C)OC(=O)CCC/C=C\C[C@@H]1[C@@H](/C=C/C(=O)COc2cccc(C(F)(F)F)c2)[C@H](O)C[C@@H]1O	x	1	3.7	x
COC(=O)C1=CN(Cc2ccc(Cl)cc2)C=C(C(=O)OC)C1c1ccc(O)c(OC)c1	2	6	-0.9	0.0
CC1CCN(c2c(NCC3CCC(C(=O)NCc4ccccc4)CC3)c(=O)c2=O)CC1 (centres undefined)	1	5	-1.6	-0.1
CC(C)NC(=O)C1CCN(C2CCN(Cc3cn[nH]c3C3CCCCC3)CC2)CC1	-15	20	0.6	0.1
COCCOC(=O)c1ccc(NC(=O)c2ccccc2C)cc1	-15	-7	-3.0	0.1
CC(C)(C)C1CCC(OC(=O)c2cccnc2)CC1 (centres undefined)	0	-8	2.4	-0.1
CC1CC(C)CN(CCCNC(=O)C2CCN(C(=O)c3cc4sccc4n3C)CC2)C1 (centres undefined)	-3	12	-3.3	0.5
CCn1c(O)c(C=NC(Cc2c[nH]c3ccccc23)C(=O)OC)c(=O)n(CC)c1=S (centres undefined)	2	11	-1.5	0.2
CCOC(=O)C1(C)CC(=O)C(=O)N1c1ccccc1 (centres undefined)	13	9	-0.8	0.7
O=C(CSc1ccc2nnc(-c3ccncc3)n2n1)NCc1ccccc1Cl	0	9	-0.3	-0.1
CC(=O)c1ccc(OCc2cc(C(=O)N(C)C3CCOC3)no2)cc1 (centres undefined)	-70	10	-1.8	0.0
COc1cc2ccccc2cc1C(=O)OCc1nc2ccccc2s1	1	-2	1.1	0.0
CN=C(N)c1cc(I)cc([N+](=O)[O-])c1	4	17	-0.6	0.0
Cc1ccnc(NS(=O)(=O)c2ccc(NC(=O)c3ccc([N+](=O)[O-])o3)cc2)n1	13	1	-0.4	-0.2
CCN(CC)c1ccc(C2C(C(=O)Nc3cccc(F)c3)=C(C)NC3=C2C(=O)CCC3)cc1 (centres undefined)	5	7	0.8	-0.1
CCC1=NN2C(=N)/C(=C/c3ccc(OCCOc4ccc(C)c(C)c4)cc3)C(=O)N=C2S1	-2	-2	0.3	-0.2
CC(NC(=O)C1CCCCC1)C(c1cccs1)N1CCOCC1 (centres undefined)	-3	0	1.3	0.1
O=C(Nc1ccc(-c2ccncc2)cc1C(F)(F)F)C1COc2ccccc2O1 (centres undefined)	-12	26	2.1	0.5
Cc1cc(=O)nc2c3ccccc3n(C(C)C(=O)NC(C)c3ccc4c(c3)OCCO4)n12 (centres undefined)	3	5	0.7	0.2

Next section; it opens with the 3 that closed the last part.
SMILES	TEAD-YAP block	MITF inh	GPR151 ag	FBW7 activator
CC(NC(=O)C1CCCCC1)C(c1cccs1)N1CCOCC1 (centres undefined)	-3	0	1.3	0.1
O=C(Nc1ccc(-c2ccncc2)cc1C(F)(F)F)C1COc2ccccc2O1 (centres undefined)	-12	26	2.1	0.5
Cc1cc(=O)nc2c3ccccc3n(C(C)C(=O)NC(C)c3ccc4c(c3)OCCO4)n12 (centres undefined)	3	5	0.7	0.2
Cn1cccc1Cc1nnc(SCC(=O)N2CCCC2)n1CCc1ccccc1	-2	-1	2.5	-0.1
O=C(NCCSc1ccc(Cl)cc1)c1ccco1	-6	-12	0.4	-0.1
COc1cccc(-n2c(SCC(=O)N3CCCCC3)nnc2-c2c[nH]c3ccccc23)c1	-2	-2	-1.1	0.0
CCOc1ccc(-c2csc3nnc(SCC(=O)Nc4nccs4)n23)cc1	6	-19	-0.1	0.1
Cc1ccc(S(=O)(=O)/N=C(/c2ccccc2)N2CCOCC2)c(C)c1	9	4	0.4	0.0
COc1ccc(C(C)=O)cc1COC(=O)c1ccc(Br)o1	3	-1	1.5	0.0
COc1ccc(CCNC(=O)c2csc(Nc3ccc(C(F)(F)F)cc3)n2)cc1	-11	10	6.2*	-0.1
O=C(Cn1cnnn1)NC1(c2ccccc2F)CCCC1	0	1	-0.9	-0.2
CN1CCN(Cc2ccc3nonc3c2)CC1CCO (centres undefined)	1	15	-0.4	0.2
CCOCCn1ccc2c(OCc3ccccn3)cccc2c1=O	2	-12	2.5	0.3
CCCc1ccc(OCC(O)CNC(C)C)cc1 (centres undefined)	14	16	0.6	0.9
CC(C)N(CCNc1nc(N2CCc3ccccc3C2)nc2nc[nH]c12)C(C)C	-18	-2	0.4	-0.1
CCOC(=O)c1ccc2c(c1)N(C)C(=O)c1ccccc1S2	-21	-5	-0.8	-0.2
CCN(CC)CCCNC(=O)CCCn1c(=O)[nH]c2ccc(Br)cc2c1=O	-13	1	0.8	0.0
O=C(Nn1c(SCC(=O)N2CCN(c3ccccc3)CC2)nc2ccccc2c1=O)c1ccc(F)cc1	-11	23	0.0	0.7
O=C(NCc1ccccc1)C(=O)Nc1ccc(Cl)cc1	-2	0	0.4	0.1
CCOc1ccccc1/C=C(\C#N)c1nc(-c2ccccc2)cs1	6	0	-0.3	0.2
CCN(CC)C(=O)c1c(NC(=O)c2ccco2)sc2c1CCCCC2	8	12	0.5	0.8

Bioassay records as filed in PubChem.
